EBI2 block = EBI2 (human) antagonism; P32249; EBI2 beta-arrestin recruitment, luminescence, 7a,25-OHC stimulated; inhibition, % at 5 µM; actives 0.81% (n = 360,000); AID 651636; in the data active = inhibition above about 38%;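 note: enzyme fragment complementation signal reports receptor beta-arrestin coupling in cells; 0% = agonist plus DMSO wells and 100% = wells without agonist; some results beyond the cut were filed as inactive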
ATG4B inh = ATG4B (human) cysteine protease inhibition | actives 0.51% (n = 340,000) | Q9Y4P1 | inhibition, % at 8.33 µM | AID 504462 | ATG4B cleavage of LC3-PLA2, NBD-HPC fluorescence, 1 h; in the data active = inhibition above about 40%
Target sequence (Q9Y4P1 whole entry, looked up): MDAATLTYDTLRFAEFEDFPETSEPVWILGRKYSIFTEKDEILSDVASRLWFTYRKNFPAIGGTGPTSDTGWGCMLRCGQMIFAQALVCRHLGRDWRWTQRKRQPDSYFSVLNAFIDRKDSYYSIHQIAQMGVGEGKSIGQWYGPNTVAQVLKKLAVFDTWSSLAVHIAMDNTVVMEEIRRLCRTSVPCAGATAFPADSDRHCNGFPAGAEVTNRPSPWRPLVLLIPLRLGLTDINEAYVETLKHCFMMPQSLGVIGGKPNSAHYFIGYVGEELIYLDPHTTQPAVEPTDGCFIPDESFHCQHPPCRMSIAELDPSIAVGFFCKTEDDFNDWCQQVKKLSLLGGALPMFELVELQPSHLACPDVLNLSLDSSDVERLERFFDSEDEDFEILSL
CXCR6 inh = inhibitors of human CXCR6 receptor. inhibition, % at 20 µM. actives 0.36% (n = 360,000). O00574. CHO-K1 PathHunter CXCR6 beta-arrestin, luminescence; in the data active = inhibition above about 34%, passing the limit was not always enough;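 note: antagonist mode with CXCL16 agonist at 10 nM final; 0% = 10 nM CXCL16 with DMSO and 100% = unstimulated wells without agonist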
Target sequence (O00574 whole entry, looked up): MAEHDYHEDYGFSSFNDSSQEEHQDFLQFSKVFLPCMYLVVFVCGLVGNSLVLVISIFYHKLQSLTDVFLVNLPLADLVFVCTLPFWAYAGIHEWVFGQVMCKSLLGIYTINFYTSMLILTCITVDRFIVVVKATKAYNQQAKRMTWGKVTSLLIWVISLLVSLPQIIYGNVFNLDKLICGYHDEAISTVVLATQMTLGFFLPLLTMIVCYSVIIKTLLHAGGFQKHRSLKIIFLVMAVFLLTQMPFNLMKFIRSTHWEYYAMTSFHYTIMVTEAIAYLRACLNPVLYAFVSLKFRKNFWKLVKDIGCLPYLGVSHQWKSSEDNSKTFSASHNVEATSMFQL
Gli-Sufu antag = blocks Gli-Sufu signaling in a luciferase reporter. Sufu-KO-LIGHT fibroblasts, Gli luciferase reporter luminescence. inhibition, % at 5 µM. actives 0.74% (n = 340,000);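 active = inhibition above about 55%, limit read from the data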;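 note: 0% = DMSO-treated cells and 100% = wells with medium but no cells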
UBC13 polyUb = inhibitors of human UBC13 polyubiquitin chain formation; P61088; TR-FRET; inhibition, % at 20 µM; actives 0.47% (n = 330,000); AID 485273; in the data active = inhibition above about 45%, passing the limit was not always enough; inconclusive = no clear call, values can overlap the other calls
Target sequence (P61088 whole entry, looked up): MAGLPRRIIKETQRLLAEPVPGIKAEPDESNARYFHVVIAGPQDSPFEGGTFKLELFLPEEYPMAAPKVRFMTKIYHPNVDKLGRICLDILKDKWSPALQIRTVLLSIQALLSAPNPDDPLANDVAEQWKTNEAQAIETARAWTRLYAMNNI
CCR6 antag = CCR6 (human) receptor antagonism. P51684. CHO-K1 CCR6 PathHunter beta-arrestin, luminescence, CCL20-stimulated. inhibition, % at 20 µM. actives 0.49% (n = 340,000). AID 493098;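 active = compounds whose inhibition of the agonist-driven luminescence signal at 20 µM reaches about 50%, limit read from the data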;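 note: cells stimulated with CCL20 at 14 nM final; plate controls were DMSO with CCL20 for no effect and DMSO without agonist for full effect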
APJ agonist = activates the human apelin receptor APJ; AID 2520; CHO-K1 APJ PathHunter beta-arrestin, luminescence; 0% DMSO wells, 100% apelin; activation, % at 20 µM; actives 0.11% (n = 330,000); P35414;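 active = activation more than six SD over the plate average, tested at 20 µM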;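 note: 0% = DMSO alone and 100% = apelin-13 at 10 nM; some results filed as inactive read as strong as hits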
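Assay system: CHO-K1 cells stably expressing ProLink-tagged human APJ and arrestin–beta-gal acceptor. Compound dosing: 20 µM single point, 1% DMSO. Times: 16-18 h seeding, 90 min dark compound exposure, 60 min detection. Detection: beta-gal luminescence. Evaluation: APJ–arrestin association signal. Controls: negative DMSO alone, positive Apelin-13 at 10 nM.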
APJ antag = APJ receptor antagonism | P35414 | CHO-K1 APJ beta-arrestin complementation, luminescence | inhibition, % at 20 µM | actives 0.32% (n = 330,000) | AID 2521;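 active = inhibition above about 40% at 20 µM, limit read from the data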;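 note: cells challenged with 10 nM apelin-13 agonist together with compound; plate controls were apelin-13 plus DMSO wells for no effect and DMSO wells lacking apelin-13 for full effect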
The depositor's hits bear a star; ? = inconclusive; / = no result given.

mol	EBI2 block	ATG4B inh	CXCR6 inh	Gli-Sufu antag	UBC13 polyUb	CCR6 antag	APJ agonist	APJ antag
COc1ccc(CN(C(=O)c2snc(C(N)=O)c2N)C(C)C(=O)NCc2ccc(F)cc2)cc1 (centres undefined)	24.9	2.2	-3.6	/	18.5	8.7	2.0	9.5
O=C(NCCc1nc2ccccc2[nH]1)/C(=C/c1ccc(F)cc1)NC(=O)c1ccco1	-6.2	-4.5	0.0	-3.1	-4.8	9.4	-0.2	7.6
c1nc(C2CCCCC2)cc2cc3c(cc12)OCO3	10.4	7.2	-4.0	-50.1	-6.5	3.9	-3.7	-7.7
O=C(O[C@H]1[C@H](Cc2ccccc2)NS(=O)(=O)[C@H]2C[C@@H]3C=C[C@]12O3)c1ccc([N+](=O)[O-])cc1	-1.2	-2.6	-2.5	-3.4	5.3	-1.2	-1.2	-9.1
CCOc1cc(C(=O)OCC(=O)NC(C)c2ccccc2)ccc1OCC(=O)N1CCOCC1 (centres undefined)	-12.5	-1.1	4.7	5.1	-1.3	-0.6	-2.3	4.1
CCC(=O)N(Cc1ccco1)Cc1cc2cc3c(cc2[nH]c1=O)OCO3	2.8	7.9	-2.3	3.1	-7.7	2.3	-0.9	-7.0
Cc1nn2c(-c3ccccc3)c(-c3ccccc3)nc2[nH]c1=O	-1.9	20.3	-9.1	-3.0	-0.6	-3.4	-0.8	3.2
C/C(=N/NC(=O)Cc1cccs1)c1ccco1	-11.6	0.2	-8.3	-12.7	5.0	-1.1	0.7	1.3
Cn1c(CNC(=O)c2ccccc2F)nnc1SCCOc1ccccc1	-5.4	-1.3	11.1	10.0	-3.1	2.4	-2.9	12.0
Cc1nc(-c2ccc(S(=O)(=O)N3CCN(C(c4ccccc4)c4ccccc4)CC3)s2)cs1	24.2	1.5	2.5	-6.2	3.5	8.6	0.4	-1.4
CCN(CC)Cc1c(C(=O)N/N=C/c2ccccn2)nnn1-c1nonc1N	0.0	-2.0	-4.2	19.2	-17.7	4.7	-2.2	4.5
CCN1CCN(Cc2nnc(-c3ccc(C)cc3)o2)CC1	13.1	2.7	-1.0	2.3	0.4	-11.4	-5.0	-0.1
COc1ccc(N(CC(=O)NC2CCCC2)C(=O)c2ccc(C)s2)cc1OC	-0.3	-5.9	2.8	10.8	1.0	0.9	-0.3	4.6
C[N+]12CCC(CC1)C(OC(=O)C(O)(c1ccccc1)c1ccccc1)C2 (centres undefined)	0.2	-10.1	-5.0	3.1	-16.2	0.0	-4.6	6.9
CCOC(=O)c1c(-c2ccc(C)o2)csc1NC(=O)CSc1nncs1	-7.2	-3.7	28.0	3.1	1.0	23.1	-6.2	20.4
O=[N+]([O-])c1cccc(SSc2cccc([N+](=O)[O-])c2)c1	29.4	-3.7	-10.6	5.6	/	10.6	/	/
COc1cc(OC)nc(NC(=O)NS(=O)(=O)c2ccc(F)cc2)n1	-15.2	-14.3	0.6	6.3	6.3	2.1	0.0	8.2
Cc1cccc(NC(=S)N(Cc2cccs2)Cc2cc3cc(C)ccc3[nH]c2=O)c1	4.4	-8.3	7.1	29.8	-3.9	5.8	-2.0	-10.4
CCc1ccc(NC(=O)c2ccc(Cn3cc([N+](=O)[O-])cn3)cc2)cc1	30.5	-20.3	-3.0	-12.4	5.1	3.9	1.8	-0.6
CC(=O)N1c2ccccc2C(C)CC12CCCCC2 (centres undefined)	0.1	-1.2	-2.1	8.0	-4.3	7.0	-0.3	5.6
Clc1ccc(OCc2nn3c(-c4ccncc4)nnc3s2)cc1	1.5	-3.7	-5.1	-22.2	7.8	10.2	-6.6	8.3
COc1ccc(OCC(=O)NCc2ccc(Cl)cc2)cc1	29.6	-0.7	1.0	8.9	0.8	-6.4	-1.0	5.1
CCCCN(C)C(=O)c1cn(CC)c2ccc(S(=O)(=O)N(C)C)cc2c1=O	-10.0	-2.6	-5.9	-11.2	-11.9	-0.1	-3.3	-51.3
COc1ccc(N2CCC(CNC(=S)Nc3cc(C)ccc3C)C2)cc1 (centres undefined)	6.1	9.8	14.3	17.3	0.2	14.8	-4.0	5.8
CC(=O)C1=C(O)C(=O)N(c2ccccn2)C1c1ccc(Cl)cc1 (centres undefined)	3.9	0.4	2.9	8.3	-7.5	5.7	4.0	3.5
CC(C)NC(=S)Nc1ccc2cn[nH]c2c1	-30.6	2.1	-4.7	4.1	5.9	-4.5	1.5	-15.3
CCOC(=O)Cc1csc(NC(=O)CCCN2C(=O)c3ccccc3C2=O)n1	-1.1	2.4	2.7	-5.4	-4.0	4.8	1.1	8.5
COCCN(C(=O)C1CCCC1)c1c(N)n(Cc2ccccc2)c(=O)[nH]c1=O	-12.4	-2.4	0.1	-2.7	0.6	3.9	-3.2	11.4
CCn1ccc(C(=O)Nc2cccc(Cl)c2)n1	-0.1	-2.5	10.8	-75.9	2.5	8.3	-2.4	6.9
CNC(=S)Nc1ccc(C(N)=O)cc1	-14.6	-9.8	1.2	7.8	-6.4	-1.6	-1.2	13.1
O=C(CCN1C(=O)/C(=C/c2ccccc2)SC1=S)NCCc1ccc(O)cc1	1.4	-6.4	-7.2	-11.1	-12.4	-3.4	0.5	-17.3
Cn1c(N)c(C(=O)CSc2nnc(-c3ccccc3F)n2N)c(=O)n(C)c1=O	-2.7	1.3	-4.8	-15.8	-5.5	4.6	-2.5	17.0
Cc1cc(SCC(=O)c2ccc(O)c(O)c2)n2nc(C)c(-c3ccccc3)c2n1	9.9	-15.9	4.0	9.7	-7.7	24.2	1.0	8.7
CCOC(=O)C1(P(=O)(c2ccccc2)c2ccccc2)CCC1	-4.5	-4.5	-1.6	-0.6	-3.1	-13.7	-3.9	20.8
CCCc1cc(=O)n2[nH]c(C)c(-c3ccc(OC)cc3)c2n1	-11.5	3.5	9.3	20.4	-9.5	10.9	-1.9	-9.9
O=C(N/N=C/c1ccc(OC(F)F)cc1OC(F)F)NC1CCCCC1	-5.5	-16.5	-4.2	3.7	-6.5	7.5	-1.7	-4.3
CS(=O)(=O)N(CC(=O)NCCSCc1ccccc1Cl)c1ccccc1F	-6.7	-1.8	-3.9	1.5	2.6	13.1	-0.2	7.1
CC(CCN1CCC(n2nccc2NC(=O)c2ccccc2Cl)CC1)c1ccccc1 (centres undefined)	5.3	-7.5	1.0	24.6	-0.1	7.9	-0.1	6.8
CCCCN(C(=O)C(CCSC)N1C(=O)c2ccccc2C1=O)c1c(N)n(CCC)c(=O)[nH]c1=O (centres undefined)	3.3	-10.8	-0.1	-5.8	8.5	-8.0	-3.7	14.8
Cc1noc(C)c1C(=O)Nc1cccc(S(=O)(=O)N2CCCCC2)c1	-7.2	6.4	-0.7	-1.9	5.1	6.7	1.7	-6.9

Reprinted at random: 2 records from the list, in no set order.
mol	EBI2 block	ATG4B inh	CXCR6 inh	Gli-Sufu antag	UBC13 polyUb	CCR6 antag	APJ agonist	APJ antag
CCCCN(C(=O)C(CCSC)N1C(=O)c2ccccc2C1=O)c1c(N)n(CCC)c(=O)[nH]c1=O (centres undefined)	3.3	-10.8	-0.1	-5.8	8.5	-8.0	-3.7	14.8
CCOC(=O)C1(P(=O)(c2ccccc2)c2ccccc2)CCC1	-4.5	-4.5	-1.6	-0.6	-3.1	-13.7	-3.9	20.8

Other results follow:
mol	EBI2 block	ATG4B inh	CXCR6 inh	Gli-Sufu antag	UBC13 polyUb	CCR6 antag	APJ agonist	APJ antag
Cc1ccc(CN2CCSc3ccc(C(=O)NCc4ccccn4)cc32)cc1	9.0	8.8	10.6	3.6	7.2	10.8	-1.8	5.0
COc1cc(/C=N\Nc2nc3ccccc3[nH]2)cc(OC)c1OC	-4.3	-0.5	-5.7	-5.2	-5.7	-3.8	6.4	-0.8
CCC(C)(C(=O)NC1CCCC1)N(Cc1cccs1)C(C)=O (centres undefined)	-4.7	0.1	3.2	0.7	-2.1	-4.3	0.6	10.2
CC(C)Nc1nc(Cl)nc(NC2CCCCC2)n1	-9.4	-1.7	-2.0	-6.5	5.1	-3.8	1.7	-23.9
O=C(NCC(=O)N1CCCCCCC1)c1ccc(Br)o1	2.4	3.5	-7.2	-8.1	4.9	8.4	10.8	-6.5
CC(=O)Nc1cccc(N2C(=O)CCC2=O)c1	-2.7	1.1	0.7	-3.3	3.4	17.3	-0.9	-6.3
Cc1ccc2c(c1)[nH]c1c(=O)n(CCN3CCCCC3)cnc12	-15.4	-5.4	-1.3	20.9	2.9	18.9	-3.1	9.7
CCc1nc(N2CCN(S(=O)(=O)c3ccc(Br)cc3)CC2)c2c(C)c(C)sc2n1	6.3	10.4	9.9	-2.7	-3.8	3.4	-4.2	9.4
COc1ccc(-c2nc(N)ncc2-c2ccc(Cl)cc2)c(O)c1	88.2*	-10.4	-4.4	-6.6	1.2	-3.3	-2.4	-14.7
COc1cccc2cc3c(=O)n(-c4ccccc4)nc-3oc12	-1.1	5.2	-6.7	-5.9	-55.1	11.3	4.6	-75.0
CCOc1ccc(CNC(=O)Cn2nc(C)n3nc(-c4ccccc4)cc3c2=O)cc1	0.3	-0.6	-1.7	10.1	-9.6	-0.6	7.9	7.9
OC1CCCN(C(=S)NCc2ccccc2)C1 (centres undefined)	-5.8	-7.7	-4.1	1.2	0.4	3.9	-2.0	-17.5
CCOC(=O)c1c(Cc2ccc(Cl)cc2)c[nH]c1C	5.5	3.8	-5.4	-35.6	8.9	5.5	-1.9	-4.6
CCNC(=S)N1CCn2c(nc3ccccc32)C1	-1.1	3.8	-1.0	0.2	6.7	-4.1	0.1	-3.1
Cc1ccc2c(c1)-c1ccccc1S(=O)(=O)N2	-5.7	-0.6	3.0	-24.4	17.8	8.3	-2.4	-10.1
COc1cc(C#Cc2c(-c3ccccc3)n(C)c3ccccc23)cc(OC)c1	-6.1	-1.2	1.4	15.7	3.4	7.0	-4.5	-3.2
COc1ccc(C2C(C(C)=O)=C(O)C(=O)N2CCc2ccccc2)c(OC)c1 (centres undefined)	6.1	-1.1	12.7	-19.6	-12.2	4.8	-2.2	-5.8
O=C(Nc1cccnc1)c1cc(F)c(F)cc1Cl	-8.8	-8.5	-5.1	-18.1	0.4	0.0	-0.6	-2.6
Fc1ccc(/C=N/Nc2ncnc3nc[nH]c23)cc1F	-3.1	-3.4	-1.8	-19.0	2.2	-2.4	0.0	1.3
C=CCC[C@@H](Cc1ccc(F)cc1)C(=O)OC[C@H](Cc1c[nH]c2ccccc12)NC(=O)[C@@H](CC=C)CC(=O)N[C@@H](CO)Cc1ccccc1	5.7	-7.8	1.3	3.0	2.4	-0.9	-0.4	-6.3
CN(C)c1ccc(/C=C/c2ccc3ccccc3n2)cc1	28.3	-4.7	1.3	28.3	/	-3.6	/	/
COc1cc(OC)cc(-c2c(-c3cccs3)c3cc(-c4ccc5c(c4)OCCO5)ccc3n2C)c1	7.8	2.3	-9.7	-2.9	?	10.5	0.8	-16.8
CCOC(=O)C1(CC2CCCCO2)CCN(Cc2cn[nH]c2-c2cccc(F)c2)CC1 (centres undefined)	-0.1	-4.0	-22.2	6.7	-7.0	8.7	-1.6	-21.6
CC(=O)Nc1ccc(OCC(O)Cn2nc(C)c(Br)c2C)cc1 (centres undefined)	-4.0	-11.2	-3.2	-0.9	2.3	-13.3	-0.8	-6.5
Cn1cc(CNC(=O)C2CCCCC2)cn1	1.3	20.1	43.0*	-21.6	5.4	1.5	-5.6	-17.7
COc1cc(C(=O)Nc2ccc3c(c2)N(C(=O)CN2CCN(C)CC2)c2ccccc2CC3)cc(OC)c1OC	-11.1	1.2	-4.1	6.5	8.4	4.8	1.8	-4.2
Cn1c(OCc2cccnc2)nc2c1c(=O)n(Cc1ccc(Br)cc1)c(=O)n2C	1.9	2.7	1.5	14.4	-3.5	-13.3	2.8	0.3

Screening data (PubChem)

Rows were taken by chance. Share with any hit: about 3%.
